XiGFP reactiv – reactivates the inactive X chromosome in mouse fibroblasts. XiGFP mouse fibroblasts, % GFP-positive cells imaging, 3 d; cells co-treated with 5-aza-dC sensitizer; scaled so ellipticine positive control = 100%. activation, % at 7.58 µM. AID 743238. hit rate 0.055% among 360,000;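 active means mean normalized replicate activation at least 10% and every replicate at or above 10%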;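 further: 0% = median of on-plate neutral control wells and 100% = ellipticine 6 µM median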
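Material: XiGFP fibroblasts, SV40-immortalized; Buffer or medium: DMEM containing 5-aza-dC; Compound dosing: single point; Times: 3 days compound exposure.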
GSIS activator – primary screen for activators of insulin secretion dependent on glucose, INS-1E cells, GLuc reporter luminescence; INS-1E GLuc reporter insulin secretion, 2-3 h; hit rate 0.61% among 370,000; activation, % at 16.6 µM;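 active means lowest replicate activation of at least 40%, so every replicate reaches that level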;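 further: 0% = median of neutral control wells and 100% = median of IBMX positive control wells; some compounds called inactive have numbers as strong as hits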
* = called active by the depositor. An excerpt; rates above refer to the full screens.

SMILES | XiGFP reactiv | GSIS activator
O=C1CCC(=O)N[C@H](c2ccc3c(c2)OCO3)C/C=C\CCN1 | 0.0 | 1
C[C@@H]1CN([C@@H](C)CO)C(=O)c2cc(NC(=O)Nc3ccc4c(c3)OCO4)ccc2O[C@H]1CN(C)CC1CCCCC1 | 0.2 | -13
COc1ccc2c3c(n(C)c2c1)[C@H](CO)N(C(=O)c1ccccn1)CC31CCN(C)CC1 | 0.2 | 20
O=C1CCCc2cnnn2COCCN1 | 0.0 | 2
CNC[C@H]1Oc2ccc(NC(C)=O)cc2C(=O)N(C)C[C@H]1C | 0.4 | -1
CCCC(=O)N1CCC2(CC1)CN[C@@H](CO)c1c2c2ccc(OC)cc2n1C | 0.1 | -6
CNC[C@H]1Oc2ccc(N(S(C)(=O)=O)S(C)(=O)=O)cc2C(=O)N(C)C[C@@H]1C | 0.2 | 5
CCOc1ccccc1OCCNC1CCCC1 | 0.0 | 15
Fc1ccc(CN2[C@@H]3CN(CC(F)(F)F)C[C@H]2C3c2ccc(Br)cc2)cc1 (stereo partly specified) | 0.4 | -36
Cc1noc(C)c1NC(=O)N(C)C[C@H]1Oc2ccc(NS(=O)(=O)c3ccc(F)cc3)cc2CC(=O)N([C@H](C)CO)C[C@@H]1C | 0.0 | 7
COc1ccc2c3c(n(C)c2c1)[C@H](CO)N(C(=O)c1ccc(F)cc1)CC31CN(C(C)=O)C1 | 0.3 | 0
C[C@@H]1CN([C@H](C)CO)C(=O)c2cc(NC(=O)NC3CCCCC3)ccc2O[C@@H]1CN(C)Cc1ccc(C(=O)Nc2ccccc2N)cc1 | 1.2 | 10
CC(C)[C@H]1COCc2cn(nn2)CCC[C@H](C)C(=O)N1 | 0.4 | 8
CN(C)c1ccc(/C=C2\N=C(c3ccc(Cl)c([N+](=O)[O-])c3)NC2=O)cc1 | 0.1 | 9
CC(=O)Nc1ccc2c(c1)C(=O)N(C)C[C@@H](C)[C@@H](CN(C)C)O2 | 0.0 | 6
CC(=O)N(C)C[C@@H]1Oc2ccc(N)cc2C(=O)N(C)C[C@H]1C | 0.0 | 9
CC(=O)Nc1ccc2c(c1)CC(=O)N(C)C[C@H](C)[C@H](CN(C)C)O2 | 0.2 | 5
CC(C)=CCN1CCN(CCCn2cccn2)CC1CCO (stereo unspecified) | 0.0 | 3
N#CCCn1cc(/C=N/NC(=O)c2ccncc2)c(-c2ccc(F)cc2)n1 | 0.1 | -4
COc1ccc2c3c(n(C)c2c1)[C@@H](CO)N(S(=O)(=O)c1cn(C)cn1)CC31CCN(C)CC1 | 0.0 | 17
COc1ccc2c3c([nH]c2c1)[C@@H](CO)N(C(=O)C1CCCCC1)CC31CN(C(=O)c2ccncc2)C1 | 0.0 | 9
O=C1CCCCn2nncc2COC[C@@H](Cc2ccccc2)N1 | 0.2 | -4
CC(C)NC(=O)N(C)C[C@@H]1Oc2ccccc2C(=O)N(C)C[C@@H]1C | 0.2 | 8
COC(=O)c1ccc2c(=O)n(CCCCCC(=O)O)c(=S)[nH]c2c1 | 0.0 | 13
CC(=O)N(C)C[C@@H]1Oc2ccc(N(C)C)cc2C(=O)N(C)C[C@@H]1C | 0.2 | 11
COc1ccc2c3c([nH]c2c1)[C@@H](CO)N(C(=O)c1ccccc1)CC31CCN(C(=O)Nc2cccc(F)c2)CC1 | 0.3 | 6
O=C(c1ccncc1)N1CC(=O)N2[C@H](CO)[C@H](c3ccc(C#CCC4CCCC4)cc3)[C@H]2C1 | 0.2 | -9
CCCNC(=O)N1CC2(CN(C(=O)c3cccnc3)C2)c2c([nH]c3cc(OC)ccc23)[C@H]1CO | 0.4 | 13
Cc1noc(C)c1NC(=O)N1C[C@@H](O)COC[C@@H]2O[C@H](CC(=O)N[C@@H]3CCN(Cc4ccccc4)C3)CC[C@H]21 | 0.1 | 3
C[C@@H]1CCCCO[C@@H](CN(C)Cc2ccc(C(=O)Nc3ccccc3N)cc2)[C@H](C)CN([C@H](C)CO)C(=O)c2cc(N(C)C)ccc2O1 | 2.1 | 5
COc1cccc(NC(=O)C[C@H]2CC[C@@H]3[C@H](COc4ccc(NC(=O)C5CCCC5)cc4C(=O)N3C)O2)c1 | 0.0 | -5
COc1ccc2c3c([nH]c2c1)[C@@H](CO)N(C(=O)c1ccc(F)cc1)CC31CCN(C)CC1 | 0.2 | 0
C[C@H]1CN(C)C(=O)Cc2cc(N(C)C)ccc2O[C@H]1CN(C)C(=O)OC(C)(C)C | 0.2 | 13
COc1ccc2c3c(n(C)c2c1)[C@H](CO)N(C)CC31CCN(S(C)(=O)=O)CC1 | 0.3 | 19
Cc1cc(/C=N/NC(N)=S)c(C)n1-c1ccc(Cl)cc1 | 0.0 | 1
C[C@@H]1CCCCO[C@H](CN(C)CC2CC2)[C@H](C)CN([C@@H](C)CO)C(=O)c2cc(NC(=O)C3CCCCC3)ccc2O1 | 0.3 | 2
C[C@@H]1CN(C)C(=O)c2cccc(NS(C)(=O)=O)c2O[C@H]1CN(C)S(C)(=O)=O | 0.2 | 0
COc1ccc2c3c(n(C)c2c1)[C@@H](CO)NCC31CCN(Cc2ccc(F)cc2)CC1 | 0.3 | -8
C[C@@H]1CN([C@@H](C)CO)C(=O)c2cc(NS(=O)(=O)c3cccs3)ccc2O[C@H]1CN(C)C(=O)NC1CCCCC1 | 0.1 | -18
COc1ccc2c3c([nH]c2c1)[C@H](CO)N(C(=O)c1ccncc1)CC31CN(Cc2cccnc2)C1 | 0.2 | 13
CCN(CC)CCNC(=O)C(=O)NCC1OCCN1S(=O)(=O)c1ccc2c(c1)OCCO2 (stereo unspecified) | -0.1 | 6
CO[C@H]1CN(C)C(=O)c2ccc(NC(C)=O)cc2OC[C@H](C)N(Cc2cncnc2)C[C@@H]1C | 0.2 | 8
Cc1cccc(S(=O)(=O)N(C)C[C@@H]2OCc3ccccc3-c3c(n(C)c4ccccc34)C(=O)N([C@H](C)CO)C[C@H]2C)c1 | -0.1 | -40
O=C(O)[C@@H]1[C@@H](CO)[C@@H]2Cn3c(ccc(-c4ccc(F)cc4)c3=O)[C@@H]2N1C(=O)Nc1ccccc1 | 0.3 | -10
COc1ccc2c3c(n(C)c2c1)[C@H](CO)N(C)CC31CCN(S(=O)(=O)c2cn(C)cn2)CC1 | 0.3 | 17
CN(C)c1ccc2c(c1)[C@@H]1C[C@H](CC(=O)NCc3ccccc3F)O[C@H](CO)[C@@H]1O2 | 0.1 | 1
O=C(Nc1ccc(F)cc1)N1CC(=O)N2[C@H](CO)[C@@H](c3ccc(C#Cc4ccccc4)cc3)[C@H]2C1 | 0.6 | -4
O=C1N[C@H](c2ccccc2)COCc2cnnn2CC[C@@H]1Cc1ccc(C(F)(F)F)cc1 | 0.0 | 9
O=c1c(Cl)c(N/N=C/c2ccc(Cl)cc2)cnn1-c1ccccc1 | 0.0 | -17
COc1cc(CN2CC3(CN(S(=O)(=O)c4cccs4)C3)c3c(n(C)c4cc(OC)ccc34)[C@H]2CO)cc(OC)c1 | 0.3 | -49
CCOc1ccc(/C=C2\SC(=S)N(Nc3ccccc3)C2=O)cc1OC | 0.2 | -20
C=CCNc1nc(Nc2ccc([N+](=O)[O-])cc2)nc(N2CCCC2)n1 | 0.0 | -24
C[C@@H]1CN([C@H](C)CO)C(=O)c2ccccc2-c2ccccc2CO[C@@H]1CN(C)S(=O)(=O)Cc1ccccc1 | 0.4 | 4
O=C1NCCOCn2nncc2CC[C@H]1Cc1cccc(Cl)c1 | 0.0 | 19
C[C@H](CO)N1C[C@H](C)[C@@H](CN(C)C(=O)NC2CCCC2)OCc2cnnn2CCCC1=O | 0.1 | 2
O=C(NCc1ccco1)/C(=C/c1ccc(C(F)(F)F)cc1)c1nc2ccccc2[nH]1 | 0.0 | -22
CC(C)[C@H]1CCc2cnnn2COC[C@@H](c2ccccc2)NC1=O | 0.0 | 15
C[C@H](CO)N1C[C@H](C)[C@@H](CN(C)Cc2ccc(C(=O)O)cc2)Oc2c(NC(=O)CCC(F)(F)F)cccc2C1=O | 0.0 | 12
Cc1cccc(-c2ccc([C@H]3[C@H]4CN(C(=O)c5cnccn5)CC(=O)N4[C@H]3CO)cc2)c1 | 0.1 | -9
CCOC(=O)N1CCN(c2ccc(C(C)=O)cc2F)CC1C (stereo unspecified) | 0.0 | 15

Compounds listed so far with a Cl atom (four):
SMILES | XiGFP reactiv | GSIS activator
CN(C)c1ccc(/C=C2\N=C(c3ccc(Cl)c([N+](=O)[O-])c3)NC2=O)cc1 | 0.1 | 9
Cc1cc(/C=N/NC(N)=S)c(C)n1-c1ccc(Cl)cc1 | 0.0 | 1
O=c1c(Cl)c(N/N=C/c2ccc(Cl)cc2)cnn1-c1ccccc1 | 0.0 | -17
O=C1NCCOCn2nncc2CC[C@H]1Cc1cccc(Cl)c1 | 0.0 | 19

Going on with the list:
SMILES | XiGFP reactiv | GSIS activator
C[C@H]1CN(C)C(=O)c2cc(N(C)C)ccc2O[C@@H]1CN(C)S(C)(=O)=O | 0.3 | -2
COc1ccc(C[C@H]2CCn3cc(nn3)COC[C@@H](Cc3ccccc3)NC2=O)cc1 | 0.3 | 10
COc1ccc2c3c([nH]c2c1)[C@@H](CO)N(C(=O)c1cccc(F)c1)CC31CN(S(=O)(=O)c2cccs2)C1 | 0.3 | -42
CCC(=O)N1C[C@@H](C)[C@@H](OC)CN(C)C(=O)c2cc(NC(=O)NC3CCCC3)ccc2OC[C@@H]1C | -0.4 | -3
Cc1c(C(=O)OCCOc2ccc(Br)cc2)sc(=S)n1C | 0.0 | 22
C[C@@H]1CC=CC[C@H](c2ccc3c(c2)OCO3)NC(=O)[C@H](C)N(C)C(=O)c2ccccc2O1 (mixture of isomers) | 0.0 | -3
O=C(c1ccccc1)N1CC(=O)N2[C@H](CO)[C@@H](c3ccc(/C=C/c4ccccc4)cc3)[C@@H]2C1 | 0.1 | -4
COc1ccc(C[C@@H]2CCn3cc(nn3)COC[C@@H](Cc3ccccc3)NC2=O)cc1 | 0.6 | -5
CCCC#Cc1ccc([C@H]2[C@@H](CO)N3C(=O)CN(C(=O)Nc4cc(F)ccc4F)C[C@@H]23)cc1 | 0.7 | -16
COc1ccccc1-c1c(C#N)c(N)nc2c1CCc1ccccc1-2 | 0.3 | 2
O=C(Cc1cccnc1)N1CC(=O)N2[C@H](CO)[C@@H](c3ccc(-c4cccc(F)c4)cc3)[C@H]2C1 | 0.7 | -7
CNC[C@@H]1Oc2ccc(NC(C)=O)cc2C(=O)N(C)C[C@@H]1C | 0.4 | 6
C[C@@H]1CN([C@@H](C)CO)C(=O)c2c(c3ccccc3n2C)-c2ccccc2CO[C@H]1CN(C)Cc1ccccc1 | 0.0 | -8
CCN(CC)c1ccc2cc(C(N)=O)/c(=N\NC(=O)c3ccncc3)oc2c1 | 1.3 | -7
C[C@H]1CN(C)C(=O)c2cc(NS(C)(=O)=O)ccc2O[C@H]1CN(C)S(C)(=O)=O | 0.3 | 21

Some of the entries above in a different format:
Fields: XiGFP reactiv, GSIS activator
- CCC(=O)N1C[C@@H](C)[C@@H](OC)CN(C)C(=O)c2cc(NC(=O)NC3CCCC3)ccc2OC[C@@H]1C
    -0.4, -3
- Cc1c(C(=O)OCCOc2ccc(Br)cc2)sc(=S)n1C
    0.0, 22

Retrieved by structure from the entries so far:
SMILES | XiGFP reactiv | GSIS activator
COc1ccccc1-c1c(C#N)c(N)nc2c1CCc1ccccc1-2 | 0.3 | 2
CCC(=O)N1C[C@@H](C)[C@@H](OC)CN(C)C(=O)c2cc(NC(=O)NC3CCCC3)ccc2OC[C@@H]1C | -0.4 | -3
O=C(c1ccccc1)N1CC(=O)N2[C@H](CO)[C@@H](c3ccc(/C=C/c4ccccc4)cc3)[C@@H]2C1 | 0.1 | -4
C[C@@H]1CC=CC[C@H](c2ccc3c(c2)OCO3)NC(=O)[C@H](C)N(C)C(=O)c2ccccc2O1 (mixture of isomers) | 0.0 | -3
C[C@H]1CN(C)C(=O)c2cc(N(C)C)ccc2O[C@@H]1CN(C)S(C)(=O)=O | 0.3 | -2
